Tau ThT inhib: tau fibrillization inhibition (ThT binding); P10636; recombinant tau K18 P301L, heparin-induced fibrillization, ThT fluorescence; Potency, µM (doses to about 57.4 µM), for inactives: at the top dose activity, negative = inhibition, hits mostly inhibitors; 2.1% of 270,000 active; further: on the % scale 0 is the no-effect control and ±100 the full control effect; nearly all actives have a fitted effect of over 55% in size
Target sequence (P10636 561-689 P618L limits assumed): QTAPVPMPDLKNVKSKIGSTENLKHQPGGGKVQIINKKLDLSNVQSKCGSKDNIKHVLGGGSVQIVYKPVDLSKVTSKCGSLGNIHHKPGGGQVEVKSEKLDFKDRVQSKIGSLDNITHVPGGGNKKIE
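Recombinant human tau K18 fragment […] carrying P301L, 15 uM unlabeled plus 0.24 uM Alexa 594-labeled, was fibrillized with 20 uM heparin in 100 mM sodium acetate pH 7 for 6 hr at 37 C; 30 uM ThT fluorescence read after 1 hr.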
Tau FP inhib: tau fibrillization inhibition (FP) | P10636 | K18 P301L tau heparin fibrillization, Alexa594 FP, 6 h | 0.39% of 280,000 active | Potency, µM (series often up to 57.7 µM), for the others: at the highest dose activity, negative = inhibition, usual class: inhibitors | AID 1468; further: on the % scale 0 is the no-effect control and ±100 the full control effect; nearly all actives have a fitted effect of over 55% in size
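Recombinant K18 P301L […], labeled with Alexa 594 at 0.24 uM over 15 uM unlabeled; heparin inducer 20 uM final; 37 C, 6 hr; FP endpoint.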
GAA inh: inhibitors of human lysosomal alpha-glucosidase. AID 1466. 0.005% of 200,000 active. Potency, µM (top dose mostly 76.9 µM), for the others: at the highest dose activity change, negative = inhibition, most hits filed as inhibitors. purified human GAA, 4-MU-alpha-glucoside fluorescence;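 further: plate controls were uninhibited enzyme wells for no effect and no-enzyme background for full effect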
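Compounds are titrated up to 77 uM against 4 nM human enzyme. Substrate 4-methylumbelliferyl-alpha-D-pyranoside (400 uM) reacts 20 min at room temperature in pH 5.0 buffer; liberated 4-methylumbelliferone is read at 440 nm.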
GAA glycogen mod: GAA glycogen-cleavage inhibition or activation. 0.38% of 300,000 active. recombinant GAA, glycogen substrate, Amplex Red glucose oxidase fluorescence. Potency, µM (highest dose often 76.4 µM), without a hit: top-dose activity change, negative = inhibition, usual class: inhibitors. AID 2100;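 further: 0% = full enzyme reaction and -100% = no-enzyme basal signal; the screen sought inhibitors and activators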
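Recombinant enzyme (4 nM final) with compounds titrated up to 77 uM and bovine liver glycogen (30 ug) in citrate pH 5.0, 0.01% Tween-20, 37 C 40 min. Released glucose detected by Amplex Red/glucose oxidase (Ex 573/Em 610); AC50 from Hill fits.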
aGal spleen mod: inhibitors or activators of human alpha-galactosidase in spleen homogenate | 0.008% of 240,000 active | Potency, µM (doses to about 80 µM), inactives show at the top dose activity change, negative = inhibition, hits mostly inhibitors | human spleen homogenate, 4MU-alpha-Gal fluorescence, 40 min | P06280;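 further: 0% = enzyme with vehicle and -100% = no enzyme basal signal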
Target sequence (P06280 32-429 limits assumed): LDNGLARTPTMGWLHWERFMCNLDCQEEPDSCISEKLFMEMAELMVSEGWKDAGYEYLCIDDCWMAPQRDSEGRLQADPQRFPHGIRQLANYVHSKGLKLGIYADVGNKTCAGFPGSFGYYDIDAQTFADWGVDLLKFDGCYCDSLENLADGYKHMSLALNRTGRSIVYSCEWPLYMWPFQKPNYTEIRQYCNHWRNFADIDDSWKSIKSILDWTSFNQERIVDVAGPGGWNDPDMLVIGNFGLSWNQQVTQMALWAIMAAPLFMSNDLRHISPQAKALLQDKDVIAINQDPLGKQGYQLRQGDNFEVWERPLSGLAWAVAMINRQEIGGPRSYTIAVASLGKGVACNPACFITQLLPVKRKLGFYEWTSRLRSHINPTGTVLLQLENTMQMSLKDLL
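Human spleen homogenate (1 ug) as enzyme source, 4-methylumbelliferyl-alpha-D-galactopyranoside 1 mM final, citrate/phosphate pH 5.0 with 0.01% Tween-20. Compounds 40 min at 37C, NaOH/glycine stop; fluorescence Ex 365/Em 440, Hill-fit AC50.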
GAA spleen mod: lysosomal alpha-glucosidase (human) modulation | Potency, µM (titrated, usually from 79.9 µM), without a hit: at the highest dose activity change, negative = inhibition, hits mostly inhibitors | human spleen homogenate, 4-MU-alpha-glucoside fluorescence | P10253 | AID 2112 | 0.006% of 240,000 active;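 further: 0% = enzyme with vehicle and -100% = no enzyme basal signal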
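Compounds were titrated against alpha-glucosidase in spleen homogenate at pH 5.0, with 1 mM 4-methylumbelliferyl substrate for 40 min at 37 C. Reactions were quenched with pH 10 NaOH/glycine and fluorescence measured.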
Tau fluor counter: counter-screen for tau fibril formation inhibitors. tau K18 P301L (four-repeat tau fragment) Alexa594 fluorescence, heparin fibrillization. Potency, µM (highest dose often 57.7 µM), for the others: at the highest dose activity change, negative = decrease. 0.93% of 280,000 active. AID 1463; further: on the % scale 0 is the no-effect control and ±100 the full control effect; nearly all actives have a fitted effect of over 55% in size
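Human K18 P301L tau (15 uM unlabeled plus 0.24 uM Alexa 594-labeled, final) in 100 mM sodium acetate pH 7 was mixed with compound and 20 uM heparin and incubated 6 hr at 37 C.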
HTT cytoprotect: Huntington cell model cytoprotection by ATP luminescence; 0.14% of 230,000 active; PC12 HTT-Q103 induced, cytoprotection, ATP luminescence, 40 h; AID 1471; Potency, µM (series often up to 56.4 µM), for inactives: cytoprotection (ATP increase), actives largely listed as activators;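 further: % of control where 0% means no effect; nearly all actives have a fitted effect of over 45% in size; toxic huntingtin expression switched on by the ecdysone agonist tebufenozide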
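ATP quantification (ATPlite) reports survival of PC12 cells in which tebufenozide, 100 nM final, switches on Htt exon 1 with 103 glutamines linked to GFP; compounds are titrated.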
Active calls of the source: *; ? = inconclusive; nt = no result given; & = joins results of further samples; [ ] = another dose, or the depositor's remark. The call rests on the fitted dose curve; in most records, active means well fitted curve in the direction sought with a large enough effect; inconclusive means small, poorly fitted or top-dose-only effect, or another doubt; inactive means no such curve, though single readings can be large; an effect the other way counts as inactive or inconclusive. Potency means the concentration at half of the fitted maximal effect.

smiles,Tau ThT inhib,Tau FP inhib,GAA inh,GAA glycogen mod,aGal spleen mod,GAA spleen mod,Tau fluor counter,HTT cytoprotect
COc1ccc(N)cc1-n1c(C)ccc1C,3.2µM*,?,13%,11%,-11%,3%,?,38%[10 µM]
Cc1cc(NC(=O)CSc2n[nH]c(=O)[nH]c2=O)ccc1Br,12%,2%,6%,9%,-3%,-4%,2%,-4%[10 µM]
O=C(CC(=O)N1CCN(c2ccccn2)CC1)Nc1ccc2nc3n(c(=O)c2c1)CCCCC3,?,-1%,2%,8%,-3%,0%,-15%,-34%
O=C(CN1CCC(NC(=O)c2ccco2)CC1)Nc1ccccc1[N+](=O)[O-],-4%,5%,-18%,-5%,4%,-9%,6%,5%[10 µM]
Cc1cc(S(=O)(=O)NCC(C)C)ccc1OCC(=O)NCc1ccccn1,-1%,-1%,-2%,-1%,3%,2%,4%,3%[0.074 µM]
CSc1nc(C)c(CCOC(=O)c2ccccc2)c(=O)[nH]1,-12%,5%,-2%,-1%,-3%,-8%,-2%,4%[10 µM]
COC(=O)c1ccccc1NC(=O)c1cccc(COc2ccccc2Cl)c1,-13%,-15%,-3%,6%,-1%,-22%,-20%,-36%
O=C(Cc1ccc2c(c1)OCCO2)N1CCN(c2ccccc2)CC1,-14%,10%,1%,0%,-10%,-5%,4%,1%[10 µM]
O=C1c2ccccc2NC(c2cccc(F)c2)N1Cc1ccco1 (configuration not stated),-7%,10%,-4%,-1%,-1%,-6%,-3%,19%[10 µM]
COc1cc(C)c(NC(=S)Nc2ccc(Cl)c(Cl)c2)cc1OC,-3%,10%,2%,1%,-9%,-3%,-2%,?
C=CCNC(=O)NC(=O)COC(=O)CC(NC(N)=O)c1ccc(Cl)cc1 (configuration not stated),-5%,6%,-18%,-2%,6%,2%,-8%,0%[1.9 µM]
CCc1cccc(CC)c1NC(=S)NCCc1c(C)[nH]c2ccc(C)cc12,-12%,4%,-13%,-28%,5%,3%,?,nt
Cc1cccc(CSc2nc3[nH]ncc3c(=O)[nH]2)c1,-7%,-7%,0%,1%,5%,nt,-3%,-15%
CCOc1ccc2c(c1)-c1c(ssc1=S)C(C)(C)N2C(=O)CSC1=NCCS1,?,15%,?,-17%,2%,2%,?,20%[10 µM]
COc1ccccc1N1CCN(C(=O)C2CCCN(S(=O)(=O)c3ccc4c(c3)oc(=O)n4C)C2)CC1 (configuration not stated),1%,-5%,nt,-12%[76.3 µM],nt,nt,-4%,nt
CCCn1c(CN2CCCCC2C)nc2c1c(=O)n(C)c(=O)n2C (configuration not stated),-3%,3%,-7%,-2%,-6%,-11%,3%,8%[10 µM]
Cc1nc2ccccn2c1C(=O)NCc1ccc2c(c1)OCO2,-4%,0%,-5%,6%,-6%,-2%,-1%,-7%[10 µM]
Oc1ccccc1-c1nc2cnccn2c1Nc1ccc2c(c1)OCCO2,?,?,?,7.9µM*,3%,-3%,?,9%
Cc1ccc(S(=O)(=O)N2CCN(C(=O)CCC(=O)N3CCc4ccccc43)CC2)cc1,-12%,0%,?,4%,-5%,-11%,-4%,-13%[0.074 µM]
CC(=O)C1=C(O)C(=O)N(CC(=O)O)C1c1ccccc1Cl (configuration not stated),-9%,-5%,-26%,-11%,4%,2%,-8%,-9%
Cc1cc(C)nc(NS(=O)(=O)c2ccc(NC(=O)c3cccs3)cc2)n1,-2%,1%,-4%,-1%,-5%,-4%,-7%,-12%
CCOc1ccc2nc(SCC(=O)Nc3ccc4c(c3)OCO4)sc2c1,6%,-3%,-2%,-7%,-1%,7%,5%,nt
O=C(OC(C(=O)Nc1ccc(Cl)c(C(F)(F)F)c1)c1ccccc1)C1=COCCO1 (configuration not stated),-4%,?,-3%,-12%,5%,5%,?,13%[10 µM]
O=c1cc(O)n(-c2ccccc2F)c(=S)[nH]1,?,-7%,5%,-11%,4%,1%,-9%,17%
Cc1cc(CNC(=O)CC2C(=O)NCCN2CC(c2ccccc2)c2ccccc2)on1 (configuration not stated),-9%,-4%,5%,4%,8%,1%,-6%,-34%
Cc1ccc(NCc2ccc(O)c3ncccc23)cc1,-2%,-3%,9%,6%,2%,0%,-8%[2.34 µM],?
COc1ccc(C)cc1NS(=O)(=O)c1ccc2c(c1)[C@H]1C=CC[C@H]1[C@@H](c1cccc(Cl)c1)N2,?,10%,nt,-7%[76.3 µM],nt,nt,?,nt
O=C(c1cccc(COc2ccc(Cl)cc2Cl)c1)N1CCN(c2ccccn2)CC1,?,8%,-5%,-14%,1%,1%,-10%,-20%[0.074 µM]
Nc1nc(N)c2nc(-c3ccccc3)c(N)nc2n1,3%&-13%&-6%,4%&-12%&-5%,?,4%,?,?,-1%&-9%&2%,-93%[inhibitor]
Cc1ccc(OCCn2c(=O)sc3ccccc32)cc1,-16%,-6%,-9%,-15%,3%,-13%,-19%,10%[10 µM]
Cc1ccccc1-n1nnnc1-c1ccccc1,-10%,-4%,-3%,-1%,0%,8%,-5%,-6%
COCCCNCCCCOc1c(Cl)cc(C)cc1Br,-6%,-4%,?,8%,1%,-3%,-4%,-26%
COc1ccc(C(C)=O)cc1CN1C(=O)NC2(CCCCCCC2)C1=O,-4%,-7%,-16%,9%,2%,0%,-10%,-46%[inhibitor]
Cc1c(NC(=O)C2(c3ccc(Cl)cc3)CCCC2)c(=O)n(-c2ccccc2)n1C,-4%,0%,-5%,-9%,-3%,2%,-4%,18%
CCOC(=O)c1ccc(N2C(=O)c3n[nH]c(-c4cccs4)c3C2c2ccc(O)c(OC)c2)cc1 (configuration not stated),?,?,nt,5%[76.3 µM],nt,nt,?,nt
CN(c1ncc(C(F)(F)F)cc1Cl)N1C(=O)c2cccc([N+](=O)[O-])c2C1=O,-2%,8%,14%,-9%,3%,-5%,-10%,-4%
CC1=C(C(=O)OCC2CCCCC2)C(c2cccc(Cl)c2Cl)CC(=O)N1 (configuration not stated),-8%,-9%,nt,-5%[76.3 µM],nt,nt,-6%,nt
O=C1COc2ccc(C(=O)COc3ccc([N+](=O)[O-])cc3)cc2N1,?,-7%,nt,-2%,-15%,5%,-23%,0%[10 µM]
COc1ccc(Cl)cc1N1CCN(CCNC(=O)Nc2ccccc2C)CC1,-13%,-1%,-4%,3%,5%,-11%,-26%,-2%[10 µM]
CCOC(=O)Cn1c(-c2nonc2NC(=O)c2ccccc2F)nc2ccccc21,-19%,-6%,-1%,2%,0%,5%,?,-2%

Some of these compounds in order of length of the SMILES, descending.
smiles,Tau ThT inhib,Tau FP inhib,GAA inh,GAA glycogen mod,aGal spleen mod,GAA spleen mod,Tau fluor counter,HTT cytoprotect
Cc1c(NC(=O)C2(c3ccc(Cl)cc3)CCCC2)c(=O)n(-c2ccccc2)n1C,-4%,0%,-5%,-9%,-3%,2%,-4%,18%
CC1=C(C(=O)OCC2CCCCC2)C(c2cccc(Cl)c2Cl)CC(=O)N1 (configuration not stated),-8%,-9%,nt,-5%[76.3 µM],nt,nt,-6%,nt
COc1ccc(C(C)=O)cc1CN1C(=O)NC2(CCCCCCC2)C1=O,-4%,-7%,-16%,9%,2%,0%,-10%,-46%[inhibitor]

Additional records
smiles,Tau ThT inhib,Tau FP inhib,GAA inh,GAA glycogen mod,aGal spleen mod,GAA spleen mod,Tau fluor counter,HTT cytoprotect
CC(C)(C)C(=O)CC1(O)C(=O)N(Cc2ccc(Cl)cc2)c2ccccc21 (configuration not stated),-2%,2%,1%,-15%,-4%,-5%,-10%,0%
Cc1n[nH]c(=O)n1-c1ccc(C(C)C)cc1,-3%,-6%,-9%,6%,3%,1%,-2%,-15%
CC(CNC(=O)Cn1ncc2c3ccccc3n(Cc3cccc(Cl)c3)c2c1=O)c1ccccc1 (configuration not stated),-3%,-7%,nt,-2%[76.3 µM],nt,nt,-4%,nt
CCCCN(C)Cc1c(C(=O)N2CCc3ccccc3C2)nc2ccc(Cl)cn12,-9%,-1%,12%,-4%,6%,-2%,-8%,32%[10 µM]
COc1ccc(-c2cc(C#N)nc(NN)n2)cc1,?,?,nt,?,-26%,-6%,?,-8%[10 µM]
COc1cccc(-c2nccc(NCc3cccc(C)c3)n2)c1,?,-19%,nt,nt,-1%,5%,?,-12%
Cc1cccc2sc(N(CCCN(C)C)C(=O)COc3ccccc3)nc12,8%,?,nt,-13%[76.3 µM],nt,nt,-19%,nt
CSc1nc(C)cc(C)c1C(N)=O,0%,0%,1%,0%,4%,-6%,-2%,-5%[10 µM]
CCN(CC)S(=O)(=O)c1ccc(N)cc1,1%,-2%,-4%,6%,-10%,-10%,-3%,20%[10 µM]
Nc1c2c(nc3ccn(Cc4ccccc4)c(=O)c13)CCC2,0%,1%,-4%,9%,-2%,-5%,3%,-24%
Cc1cc(/C(N)=N/OC(=O)Nc2ccc(Cl)cc2)no1,nt,4%,nt,0%,4%,9%,-4%,-7%[10 µM]
CC(=O)c1cnc(SCC(=O)O)nc1C,-6%,-8%,-7%,-3%,0%,nt,-7%,-6%
CC(=O)NC(=S)Nc1ccc(NC(=O)COc2ccc(Cl)cc2)cc1,-16%,-7%,?,7%,-5%,-10%,-15%,8%
O=[N+]([O-])c1cccc(-c2nc(Oc3ccc(Cl)cc3)c3ccccc3n2)c1,?,?,?,-3%,-2%,-11%,-25%,nt
O=C1/C(=C\c2ccco2)SC(=S)N1c1ccccc1,25µM*,?,-9%,3%,-1%,-8%,?,nt

Source: PubChem
